Screening results (PubChem BioAssay)
NCI-60 one-dose screen, 48 h, at 10 µM unless noted. Numbers give growth in % (100 = growth as untreated, 0 = no growth, -100 = all killed).
PC-3 = PC-3 prostate cancer cells | hit rate 3.9% among 80,000
SN12C = SN12C renal cancer cells | hit rate 3.8% among 81,000 | AID 1794767
SF-268 = SF-268 CNS cancer cells. hit rate 3.1% among 82,000. AID 1794759
786-0 = 786-0 renal cancer cells | hit rate 5.1% among 81,000
DU-145 = DU-145 prostate cancer | hit rate 4.2% among 81,000 | AID 1794760
UO-31 = UO-31 renal cancer. hit rate 5.2% among 81,000
U251 = U251 CNS tumor cells | hit rate 5.4% among 80,000 | AID 1794753
SF-295 = SF-295 CNS cancer cells | hit rate 5.6% among 79,000
SF-539 = SF-539 CNS cancer; hit rate 6.8% among 81,000; AID 1794752
Numbers without * were called inactive. How the source made its calls: active means growth percent below 10; inactive means the rest.

Start of the listing, in advance:
O=C1NC(=O)C(Cc2ccc(OCc3ccc(-c4ccc(Cl)cc4Cl)cc3)cc2)S1 (stereo unspecified) was read as PC-3 32.2, SN12C 59.5, SF-268 51.8, 786-0 63.8, DU-145 78.9, UO-31 34.1, U251 57.6, SF-295 45.0 and SF-539 56.2.
`CC(=O)Oc1ccc([N+](=O)[O-])cc1` gave PC-3 102.1, SN12C 98.2, SF-268 106.3, 786-0 97.7, DU-145 116.0, UO-31 95.3, U251 97.1, SF-295 102.3 and SF-539 99.3.

All compounds of this part, from the start:
O=C1NC(=O)C(Cc2ccc(OCc3ccc(-c4ccc(Cl)cc4Cl)cc3)cc2)S1 (stereo unspecified) was read as PC-3 32.2, SN12C 59.5, SF-268 51.8, 786-0 63.8, DU-145 78.9, UO-31 34.1, U251 57.6, SF-295 45.0 and SF-539 56.2.
`CC(=O)Oc1ccc([N+](=O)[O-])cc1` gave PC-3 102.1, SN12C 98.2, SF-268 106.3, 786-0 97.7, DU-145 116.0, UO-31 95.3, U251 97.1, SF-295 102.3 and SF-539 99.3.
CCNc1nc2ccccc2c2c(=O)c3ccccc3sc12 was read as PC-3 74.4, SN12C 87.8, SF-268 91.5, 786-0 92.9, DU-145 95.0, UO-31 73.4, U251 77.8, SF-295 92.2 and SF-539 85.4.
Screening CCCc1cc(Cl)c(O)cc1O returned PC-3 90.8, SN12C 96.5, SF-268 94.8, 786-0 105.1, DU-145 110.8, UO-31 77.0, U251 101.4, SF-295 103.6 and SF-539 101.0.
`Cc1nc2ncc(C(=O)NNC(=O)c3ccccc3)c(=O)n2[nH]1` gave PC-3 85.6, SN12C 102.0, SF-268 98.0, 786-0 102.6, DU-145 114.4, UO-31 84.4, U251 98.3, SF-295 99.2 and SF-539 100.9.
O=C([O][Sn]([O]C(=O)c1ccccn1)([c]1ccccc1)[c]1ccccc1)c1ccccn1 was read as PC-3 93.1, SN12C 91.3, SF-268 83.5, 786-0 96.2, DU-145 92.3, UO-31 82.4, U251 86.3, SF-295 126.6 and SF-539 97.4.
c1ccc2[nH]c(CCCCCc3nc4ccccc4[nH]3)nc2c1 was read as PC-3 85.7, SN12C 89.3, SF-268 105.7, 786-0 105.9, DU-145 115.4, UO-31 87.0, SF-295 55.4 and SF-539 121.3.
CS(=O)(=O)c1ccc(NC(=O)c2ccccc2)nc1 was read as PC-3 93.6, SN12C 99.1, SF-268 107.1, 786-0 99.1, DU-145 108.2, UO-31 99.9, U251 101.8, SF-295 106.1 and SF-539 104.1.
`O=S(=O)(Nc1ccc(Cl)c(C(F)(F)F)c1)c1ccc(-c2cnc(C3CC3)o2)cc1` gave PC-3 4.3*, SN12C 10.7, SF-268 13.7, 786-0 25.9, DU-145 15.5, UO-31 35.5, U251 4.8*, SF-295 22.2 and SF-539 -35.8*.
COc1ccc2nc(-c3ccc(-n4cncc4-c4cc(OC)c(OC)c(OC)c4)cc3)sc2c1 was read as PC-3 90.3, SN12C 113.1, SF-268 105.5, 786-0 99.2, DU-145 117.3, UO-31 70.4, U251 99.5, SF-295 107.4 and SF-539 96.2.
For CCc1nc(N)nc(N)n1 the results were PC-3 103.7, SN12C 103.2, SF-268 107.3, 786-0 105.1, DU-145 112.8, UO-31 96.4, SF-295 88.0 and SF-539 97.5.
`NS(=O)(=O)/N=C1\NC(=O)NC1=C(Cl)Cl` gave PC-3 101.4, SN12C 99.3, SF-268 101.3, 786-0 109.0, DU-145 112.2, UO-31 90.1, U251 104.8, SF-295 101.7 and SF-539 109.1.
Screening CC[C@@H](C(=O)[C@@H](C)[C@@H](O)[C@H](C)[C@@H]1O[C@@H]([C@@H](CC)C(=O)OCC(F)(F)F)CC[C@@H]1C)C1O[C@]2(C=CC(=O)[C@]3(CC[C@@](C)([C@H]4CC[C@](O)(CC)[C@H](C)O4)O3)O2)[C@H](C)C[C@@H]1C (stereo partly specified) returned PC-3 44.4, SN12C 82.4, SF-268 66.0, 786-0 78.9, DU-145 84.4, UO-31 59.0, U251 71.6, SF-295 80.6 and SF-539 87.3.
Screening CCCCCCCCOc1ccc(C(=O)c2ccccc2)c(O)c1 returned PC-3 98.6, SN12C 102.6, SF-268 103.6, 786-0 101.1, DU-145 109.9, UO-31 87.6, U251 99.3, SF-295 113.4 and SF-539 108.5.
Screening CCOC(=O)c1c2c(cn1Cc1ccc(OC)c(N)c1)-c1oncc1CC2 returned PC-3 84.3, SN12C 87.7, SF-268 84.7, 786-0 94.6, DU-145 100.6, UO-31 62.1, U251 85.0, SF-295 76.5 and SF-539 80.9.
CCOC(=O)c1[nH]cc(-c2ccc(OC)cc2)c1-c1ccc(O)cc1 was read as PC-3 94.5, SN12C 90.5, SF-268 104.8, 786-0 98.8, DU-145 99.1, UO-31 88.7, U251 86.0, SF-295 94.8 and SF-539 82.0.
For COc1ccc(-c2nnn(-c3ccccc3)c2N)cc1OC the results were PC-3 101.0, SN12C 107.3, SF-268 106.1, 786-0 94.8, DU-145 107.2, UO-31 94.9, U251 102.3, SF-295 102.8 and SF-539 102.1.
Screening CCOC(=O)c1c2c(c(C)n1Cc1ccc(OC)cc1)-c1[nH]c(=O)ncc1CC2 returned SN12C 98.4, SF-268 112.2, 786-0 103.6, DU-145 114.3, UO-31 95.7, U251 111.1, SF-295 120.0 and SF-539 123.6.
Screening Cc1nc2ncccc2c(=O)n1-c1ccc(S(=O)(=O)Nc2ncccn2)cc1 returned PC-3 60.3, SN12C 95.6, SF-268 100.7, 786-0 97.0, DU-145 105.5, UO-31 77.3, U251 92.2, SF-295 90.5 and SF-539 97.4.
Screening Cc1c(C(N)=O)sc2c1c(=O)n(Cc1ccccc1)c1nnc(S(=O)(=O)Cc3ccccc3)n21 returned PC-3 98.1, SN12C 97.5, SF-268 88.1, 786-0 102.5, DU-145 103.3, UO-31 101.2, U251 102.1 and SF-295 89.1.
Screening COc1cc2cc(Oc3ccc(NC(=O)c4cccc(C(F)(F)F)c4)cc3)c(C)nc2cc1OCCN1CCCCC1 returned PC-3 33.1, SN12C 76.2, SF-268 81.5, 786-0 55.4, DU-145 59.4, UO-31 69.3, U251 -63.8*, SF-295 7.1* and SF-539 -68.8*.
`CCCCSC1=NCCCS1` gave PC-3 99.4, SN12C 96.4, SF-268 113.8, 786-0 103.4, DU-145 110.6, UO-31 95.0, U251 101.7, SF-295 96.5 and SF-539 103.7.
`O=C(/C=C/c1ccccc1Cl)Nc1ncc(Cc2cc(Cl)ccc2Cl)s1` gave PC-3 39.8, SN12C 34.1, SF-268 43.9, 786-0 33.3, DU-145 30.7, UO-31 48.2, U251 16.6, SF-295 14.7 and SF-539 1.2*.
Screening Cc1cccc2nc(-c3c(F)cccc3F)n(Cc3c(F)cccc3F)c12 returned PC-3 64.6, SN12C 94.9, SF-268 88.6, 786-0 85.5, DU-145 98.2, UO-31 72.8, U251 103.7, SF-295 91.6 and SF-539 90.0.
Screening Cc1cc(-c2ccc([N+](=O)[O-])cc2)cc(C)n1 returned PC-3 97.1, SN12C 98.1, SF-268 114.6, 786-0 92.9, DU-145 123.6, UO-31 77.0, U251 102.9, SF-295 102.5 and SF-539 95.0.
Screening O=S(=O)(O)c1cc(I)c(O)c2ncccc12 returned PC-3 88.2, SN12C 98.7, SF-268 115.6, 786-0 95.1, DU-145 117.4, UO-31 79.4, U251 104.1, SF-295 100.7 and SF-539 107.0.
`COc1ccc(OCC(O)CN2CCN(c3cccc(Cl)c3)CC2)cc1` (stereo unspecified) gave PC-3 91.2, SN12C 96.7, SF-268 96.5, 786-0 93.2, DU-145 114.6, UO-31 78.4, U251 100.2, SF-295 106.8 and SF-539 103.3.
`Cc1cc([N+](=O)[O-])cc(C)[n+]1[O-]` gave PC-3 98.1, SN12C 99.0, SF-268 95.6, 786-0 100.4, DU-145 107.7, UO-31 85.1, U251 96.9, SF-295 103.6 and SF-539 102.5.
For COc1ccc(C2CC(=O)c3c(cc(OC)c(O)c3OC)O2)cc1 (stereo unspecified) the results were PC-3 96.3, SN12C 106.3, SF-268 102.9, 786-0 109.8, DU-145 108.0, UO-31 97.7, U251 102.6, SF-295 99.3 and SF-539 92.4.
For CC(=O)c1sc(N)c(-c2nnc(-c3ccccc3)o2)c1C the results were PC-3 87.5, SN12C 100.3, SF-268 95.6, 786-0 115.5, DU-145 107.6, UO-31 81.4, U251 97.2, SF-295 99.0 and SF-539 98.9.
For CC(=O)OCC(OC(C)=O)C(OS(C)(=O)=O)C(OS(C)(=O)=O)C(COC(C)=O)OC(C)=O (stereo unspecified) the results were PC-3 84.3, SN12C 95.8, SF-268 108.5, 786-0 97.0, DU-145 113.2, UO-31 84.4, U251 97.2, SF-295 94.8 and SF-539 111.8.
For O=c1oc2ccc(Br)cc2cc1C1=CNc2ccccc2N=C1 the results were PC-3 80.3, SN12C 91.9, SF-268 100.9, 786-0 105.3, DU-145 118.7, UO-31 59.8, U251 88.9, SF-295 100.1 and SF-539 90.9.
For CCOc1ccc2ccccc2c1 the results were PC-3 103.0, SN12C 102.7, SF-268 99.9, 786-0 106.3, DU-145 109.6, UO-31 96.7, U251 91.1, SF-295 103.0 and SF-539 101.5.
For NNC(=O)NCn1c(=O)[nH]c2ccccc2c1=O the results were PC-3 102.5, SN12C 108.4, SF-268 104.6, 786-0 90.1, DU-145 106.9, UO-31 92.2, U251 100.8, SF-295 85.9 and SF-539 106.8.
For COc1ccc(OC)c(C#N)c1 the results were PC-3 94.9, SN12C 103.4, SF-268 99.6, 786-0 96.1, DU-145 103.4, UO-31 71.0, U251 99.8, SF-295 109.5 and SF-539 95.7.
Screening Nc1ncnc2c1c(-c1ccccc1)nn2CC(=O)N1CCOCC1 returned PC-3 94.2, SN12C 99.6, SF-268 100.2, 786-0 96.4, DU-145 111.7, UO-31 77.9, U251 100.8, SF-295 99.7 and SF-539 99.1.
For CCCCCc1ccc(S(=O)(=O)Nc2cc(-c3csc(NC(=O)CN4CCN(C)CC4)n3)ccc2OC)cc1 the results were PC-3 23.2, SN12C 11.8, SF-268 -24.5*, 786-0 -75.0*, DU-145 22.1, UO-31 -92.7*, U251 -18.2*, SF-295 -68.2* and SF-539 -80.8*.
`COC(=O)c1ccc(N)cc1O` gave PC-3 71.2, SF-268 101.1, 786-0 100.0, DU-145 108.5, UO-31 99.5, U251 97.8, SF-295 105.7 and SF-539 94.8.
O=C1C(=O)N(Cc2cn(Cc3ccccc3)nn2)c2ccc(Cl)cc21 was read as PC-3 101.0, SN12C 96.5, SF-268 99.5, 786-0 98.6, DU-145 101.0, UO-31 77.9, SF-295 101.5 and SF-539 97.4.
For Cc1nc2sc(C(=O)Nc3cccc4cccnc34)c(N)c2cc1C(C)O (stereo unspecified) the results were PC-3 88.6, SN12C 97.6, SF-268 107.2, 786-0 102.3, DU-145 110.5, UO-31 82.7, U251 98.0, SF-295 99.7 and SF-539 105.2.
CCCCOC(=O)c1ccccc1Cl was read as PC-3 93.8, SN12C 107.7, SF-268 104.7, 786-0 109.0, DU-145 93.2, UO-31 70.8, U251 109.3, SF-295 112.4 and SF-539 116.0.
Screening Cc1cccc(-c2nc(-c3cccs3)no2)c1 returned PC-3 80.3, SF-268 112.8, 786-0 93.5, DU-145 120.0, UO-31 59.2, U251 82.3, SF-295 91.3 and SF-539 115.9.
Screening Oc1ccccc1NC(=S)Nc1ccccc1O returned PC-3 108.6, SN12C 99.8, SF-268 96.7, 786-0 99.6, DU-145 115.0, UO-31 77.7, U251 100.9, SF-295 99.4 and SF-539 97.3.
C(=Nc1cccc2ccccc12)Nc1cccc2ccccc12 was read as PC-3 92.6, SN12C 87.2, SF-268 93.3, 786-0 113.1, DU-145 102.6, UO-31 81.4, U251 95.6, SF-295 91.3 and SF-539 93.1.
Screening CCOc1ccc2nc(NC(=O)CSc3nnc(-c4cccnc4Nc4cc(OC)c(OC)c(OC)c4)n3CC)sc2c1 returned SN12C 95.5, SF-268 102.5, 786-0 94.4, DU-145 106.1, UO-31 96.1, U251 91.5, SF-295 100.8 and SF-539 95.5.
Screening CCOC(CN1C(=O)c2ccccc2C1=O)OCC returned PC-3 102.5, SN12C 98.0, SF-268 103.1, 786-0 105.0, DU-145 104.2, UO-31 96.7, SF-295 94.1 and SF-539 98.3.
CCC(C)NCCOC(=O)c1ccccc1 (stereo unspecified) was read as PC-3 103.3, SN12C 113.1, SF-268 101.1, 786-0 106.5, DU-145 108.5, UO-31 87.8, U251 107.7, SF-295 115.9 and SF-539 104.3.
`CNC(=O)c1ccccc1C` gave PC-3 93.4, SN12C 101.5, SF-268 107.9, 786-0 114.9, DU-145 118.9, UO-31 91.7, U251 106.5, SF-295 114.8 and SF-539 109.2.
`O=C(CSc1nc2ccccc2c(=O)n1CCc1ccccc1)Nc1ccc(F)cc1` gave PC-3 84.1, SN12C 94.9, SF-268 96.2, 786-0 108.5, DU-145 105.7, UO-31 69.9, U251 83.2, SF-295 87.1 and SF-539 106.2.

Three structures out of the list, arranged by number of heavy atoms, rising.
CCCCOC(=O)c1ccccc1Cl was read as PC-3 93.8, SN12C 107.7, SF-268 104.7, 786-0 109.0, DU-145 93.2, UO-31 70.8, U251 109.3, SF-295 112.4 and SF-539 116.0.
`O=C(CSc1nc2ccccc2c(=O)n1CCc1ccccc1)Nc1ccc(F)cc1` gave PC-3 84.1, SN12C 94.9, SF-268 96.2, 786-0 108.5, DU-145 105.7, UO-31 69.9, U251 83.2, SF-295 87.1 and SF-539 106.2.
Screening CCOc1ccc2nc(NC(=O)CSc3nnc(-c4cccnc4Nc4cc(OC)c(OC)c(OC)c4)n3CC)sc2c1 returned SN12C 95.5, SF-268 102.5, 786-0 94.4, DU-145 106.1, UO-31 96.1, U251 91.5, SF-295 100.8 and SF-539 95.5.
